Screening data from PubChem.
HEK293 cAMP ctrl = qHTS Assay for Agonists of the Thyroid Stimulating Hormone Receptor: Activators of Intracellular cAMP Concentrations in Parental HEK 293; parental HEK293 CNG cAMP sensor, membrane potential fluorescence; actives 2.5% (n = 73,000); Potency, µM (top dose mostly 57.1 µM), without a hit: top-dose activation, usual class: activators; AID 938, 2007; also: % of control where 0% means no effect; nearly all actives have a fitted effect of over 55% in size
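Parental HEK 293 cells stably expressing a modified CNG channel (no TSHR) report cAMP rise as membrane depolarization. Membrane potential dye with 100 uM RO 20-1724 was loaded for 60 min at room temperature, then compound added for 30 min; fluorescence read at 590 nm.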
ERK AVP block = qHTS Assay for Inhibitors of the ERK Signaling Pathway using a Homogeneous Screening Assay. HEK293-V1b, vasopressin-stimulated pERK AlphaScreen. Potency, µM (doses to about 57.5 µM), inactives show at the top dose activity, negative = inhibition, hits mostly inhibitors. actives 0.99% (n = 72,000); also: % is scaled to controls: 0 for no effect and ±100 for the full control effect; nearly all actives have a fitted effect of over 55% in size
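qHTS, compounds titrated on V1b-expressing HEK293 cells. Preincubation 30 min at 37C, vasopressin 25 nM for 5 min, lysis 10 min, bead incubation 5 hr at room temperature.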
Tau filament bind = qHTS Assay for Tau Filament Binding; Microtubule-associated protein tau (Homo sapiens), P10636; recombinant tau filaments, thioflavin S fluorescence, 15 h; filaments grown with octadecylsulfate alongside compound; Potency, µM (top dose mostly 57.1 µM), for inactives: at the top dose activity change, negative = inhibition; actives 2% (n = 71,000);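 also: % is scaled to controls: 0 for no effect and ±100 for the full control effect; actives lower thioflavin S fluorescence by blocking filaments or displacing dye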
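Recombinant tau protein (human, 1 uM final) plus 30 uM ODS in HEPES pH 7.4 with NaCl, DTT and thioflavine S. Compound present from the start; fluorescence at 510 nm after 15 h, 37 C.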
Caspase-7 inhib = qHTS Assay for Allosteric/Competitive Inhibitors of Caspase-7 | Potency, µM (titrated, usually from 57.5 µM), inactives show at the highest dose activity change, negative = inhibition, most hits filed as inhibitors | P55210 | recombinant caspase-7, Ac-DEVD-AFC fluorescence rate | actives 0.02% (n = 75,000); active = well fitted inhibition curve with a large enough effect in the main read-out, with a control signal flat, not every such curve was filed as active; inconclusive = small, poorly fitted or top-dose-only effect, or a change in a side signal; also: % of control where 0% means no effect
Target sequence (P55210 24-198 limits assumed): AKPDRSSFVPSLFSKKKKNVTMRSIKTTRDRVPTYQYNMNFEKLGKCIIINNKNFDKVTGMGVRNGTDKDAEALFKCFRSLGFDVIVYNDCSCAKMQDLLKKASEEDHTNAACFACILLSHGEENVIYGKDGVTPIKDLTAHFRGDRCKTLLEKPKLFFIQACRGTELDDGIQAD
Target sequence (P55210 207-303 limits assumed): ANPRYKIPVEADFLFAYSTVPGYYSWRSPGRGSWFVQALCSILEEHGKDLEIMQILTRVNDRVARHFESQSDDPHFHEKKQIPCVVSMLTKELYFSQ
Casp1 inh = qHTS Assay for Allosteric/Competitive Inhibitors of Caspase-1; P29466; Caspase-1 enzyme, Ac-WEHD-AFC fluorogenic rate; actives 0.03% (n = 75,000); AID 900, 2007; Potency, µM (highest dose often 57.5 µM), without a hit: at the top dose activity change, negative = inhibition, most hits filed as inhibitors;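 also: plate controls were vehicle for no effect and no substrate for full effect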
Target sequence (P29466 120-297 limits assumed): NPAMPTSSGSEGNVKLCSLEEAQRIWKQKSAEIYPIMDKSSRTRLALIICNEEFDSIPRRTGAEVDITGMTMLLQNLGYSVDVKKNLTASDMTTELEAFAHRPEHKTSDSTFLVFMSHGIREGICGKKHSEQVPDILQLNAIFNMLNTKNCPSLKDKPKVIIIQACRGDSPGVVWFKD
Target sequence (P29466 317-404 limits assumed): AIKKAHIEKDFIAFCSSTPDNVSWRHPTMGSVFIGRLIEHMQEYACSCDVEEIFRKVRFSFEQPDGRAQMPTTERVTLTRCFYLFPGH
HADH2 inh = qHTS Assay for Inhibitors of HADH2 (Hydroxyacyl-Coenzyme A Dehydrogenase, Type II); 3-hydroxyacyl-CoA dehydrogenase type-2 (Homo sapiens), Q99714; recombinant HADH2, NADH fluorescence, beta-hydroxybutyryl-CoA; Potency, µM (series often up to 57.1 µM), inactives show top-dose activity change, negative = inhibition, actives largely listed as inhibitors; actives 3.4% (n = 73,000); AID 886, 2007; also: % is scaled to controls: 0 for no effect and ±100 for the full control effect; nearly all actives have a fitted effect of over 60% in size; many of its hits are not listed in these tables
Target sequence (Q99714 whole entry, looked up, one chain of several): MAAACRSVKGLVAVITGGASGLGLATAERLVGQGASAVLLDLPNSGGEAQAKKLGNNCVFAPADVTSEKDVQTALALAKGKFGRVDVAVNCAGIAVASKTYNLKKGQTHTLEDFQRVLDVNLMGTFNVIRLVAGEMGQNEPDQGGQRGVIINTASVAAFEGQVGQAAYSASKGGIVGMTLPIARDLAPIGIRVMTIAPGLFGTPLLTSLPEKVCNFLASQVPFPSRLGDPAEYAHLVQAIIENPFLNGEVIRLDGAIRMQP
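E. coli-expressed His-tagged HADH2 tested at 20 nM in alkaline Tris buffer (pH 9.0); oxidation of 90 uM beta-hydroxybutyryl-CoA with 1 mM NAD+ tracked fluorimetrically for 4 min.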
The depositor's hits bear a star; ? = inconclusive; . = no result given. Unless noted, calls follow the shape of the dose curve; as a rule, active = well fitted curve in the direction sought with a large enough effect; inconclusive = small, poorly fitted or top-dose-only effect, or another doubt; inactive = no such curve, though single readings can be large; an effect the other way counts as inactive or inconclusive. Potency is read from the fitted curve at half-maximal effect. This is a subset, so the mix of outcomes need not match the whole.

SMILES | HEK293 cAMP ctrl | ERK AVP block | Tau filament bind | Caspase-7 inhib | Casp1 inh | HADH2 inh
CC(C)C[C@@H](CC(=O)N[C@@H](CCC(=O)O)CC(=O)O)NC(=O)[C@@H]1CNCC[C@H]1NC(=O)C[C@@H](NC(=O)C[C@H](Cc1ccccc1)NC(=O)[C@@H]1CCCC[C@H]1N)C(C)C | 7% | . | -5% | . | . | -2%
CC(C)C[C@@H](CC(=O)N[C@H](CC(=O)N[C@@H]1CCNC[C@H]1C(=O)N[C@H](CC(=O)N[C@@H](CCC(=O)O)CC(=O)O)CC(C)C)C(C)C)NC(=O)[C@@H]1CNCC[C@H]1N | 1% | . | -2% | . | . | -13%
CC(C)C[C@@H](CC(=O)N[C@H](CC(=O)N[C@@H]1CCNC[C@H]1C(=O)N[C@H](CC(=O)N[C@@H](CCC(=O)O)CC(=O)O)CC(C)C)C(C)C)NC(=O)[C@@H]1CCCC[C@H]1N | 3% | . | -6% | . | . | 8%
CC(C)C[C@@H](CC(=O)N[C@H](CC(=O)N[C@@H]1CCNC[C@H]1C(=O)N[C@H](CC(=O)N[C@@H](CCC(=O)O)CC(=O)O)Cc1c[nH]c2ccccc12)C(C)C)NC(=O)[C@@H]1CNCC[C@H]1N | 5% | . | -10% | . | . | -15%
CC(C)[C@@H](CC(=O)N[C@@H]1CCNC[C@H]1C(=O)N[C@H](CC(=O)N[C@@H](CCC(=O)O)CC(=O)O)Cc1c[nH]c2ccccc12)NC(=O)C[C@H](Cc1ccccc1)NC(=O)[C@@H]1CNCC[C@H]1N | 5% | . | -15% | . | . | -12%
NCCC[C@@H](CC(=O)N[C@@H]1CCNC[C@H]1C(=O)N[C@H](CC(=O)N[C@@H](CCC(=O)O)CC(=O)O)Cc1ccccc1)NC(=O)C[C@H](CO)NC(=O)[C@@H]1CNCC[C@H]1N | ? | . | -29% | . | . | -12%
CC(C)C[C@@H](CC(=O)N[C@@H](CCC(=O)O)CC(=O)O)NC(=O)[C@@H]1CNCC[C@H]1NC(=O)C[C@@H](NC(=O)C[C@H](Cc1c[nH]c2ccccc12)NC(=O)[C@@H]1CCCC[C@H]1N)C(C)C | 9% | . | -7% | . | . | 17%
CC(C)[C@@H](CC(=O)N[C@@H]1CCNC[C@H]1C(=O)N[C@H](CC(=O)N[C@@H](CCC(=O)O)CC(=O)O)Cc1c[nH]c2ccccc12)NC(=O)C[C@H](Cc1c[nH]c2ccccc12)NC(=O)[C@@H]1CNCC[C@H]1N | ? | . | -7% | . | . | -18%
CC(C)[C@@H](CC(=O)N[C@@H]1CCNC[C@H]1C(=O)N[C@H](CC(=O)N[C@@H](CCC(=O)O)CC(=O)O)Cc1ccccc1)NC(=O)C[C@H](CO)NC(=O)[C@@H]1CNCC[C@H]1N | 11% | . | -2% | . | . | -15%
NCCC[C@@H](CC(=O)N[C@@H]1CCNC[C@H]1C(=O)N[C@H](CC(=O)N[C@@H](CCC(=O)O)CC(=O)O)Cc1c[nH]c2ccccc12)NC(=O)C[C@H](CO)NC(=O)[C@@H]1CCCC[C@H]1N | 12% | . | -4% | . | . | 12%
NCCC[C@@H](CC(=O)N[C@@H]1CCCC[C@H]1C(=O)N[C@H](CC(=O)N[C@@H](CCC(=O)O)CC(=O)O)Cc1c[nH]c2ccccc12)NC(=O)C[C@H](Cc1ccccc1)NC(=O)[C@@H]1CCCC[C@H]1N | 13% | . | -7% | . | . | -14%
CC(C)C[C@@H](CC(=O)N[C@@H](CCC(=O)O)CC(=O)O)NC(=O)[C@@H]1CNCC[C@H]1NC(=O)C[C@@H](NC(=O)C[C@H](Cc1c[nH]c2ccccc12)NC(=O)[C@@H]1CNCC[C@H]1N)C(C)C | 9% | . | -18% | . | . | -11%
NCCC[C@@H](CC(=O)N[C@@H]1CCNC[C@H]1C(=O)N[C@H](CC(=O)N[C@@H](CCC(=O)O)CC(=O)O)Cc1c[nH]c2ccccc12)NC(=O)C[C@H](Cc1ccccc1)NC(=O)[C@@H]1CNCC[C@H]1N | 10% | . | -3% | . | . | 4%
CC(C)[C@@H](CC(=O)N[C@@H]1CCNC[C@H]1C(=O)N[C@H](CC(=O)N[C@@H](CCC(=O)O)CC(=O)O)Cc1ccccc1)NC(=O)C[C@H](Cc1c[nH]c2ccccc12)NC(=O)[C@@H]1CNCC[C@H]1N | ? | . | -11% | . | . | 16%
CC(C)C[C@@H](CC(=O)N[C@@H](CCC(=O)O)CC(=O)O)NC(=O)[C@@H]1CNCC[C@H]1NC(=O)C[C@H](CCCN)NC(=O)C[C@H](CO)NC(=O)[C@@H]1CCCC[C@H]1N | 22% | . | -2% | . | . | -19%
CC(C)C[C@@H](CC(=O)N[C@@H](CCC(=O)O)CC(=O)O)NC(=O)[C@@H]1CNCC[C@H]1NC(=O)C[C@H](CCCN)NC(=O)C[C@H](Cc1ccccc1)NC(=O)[C@@H]1CNCC[C@H]1N | -4% | . | -4% | . | . | 15%
NCCC[C@@H](CC(=O)N[C@@H]1CCNC[C@H]1C(=O)N[C@H](CC(=O)N[C@@H](CCC(=O)O)CC(=O)O)Cc1ccccc1)NC(=O)C[C@H](Cc1c[nH]c2ccccc12)NC(=O)[C@@H]1CNCC[C@H]1N | ? | . | -11% | . | . | 11%
CC(C)C[C@@H](CC(=O)N[C@H](CC(=O)N[C@@H]1CCCC[C@H]1C(=O)N[C@H](CC(=O)N[C@@H](CCC(=O)O)CC(=O)O)Cc1ccccc1)C(C)C)NC(=O)[C@@H]1CNCC[C@H]1N | 12% | . | -2% | . | . | -14%
CC(C)C[C@@H](CC(=O)N[C@@H](CCC(=O)O)CC(=O)O)NC(=O)[C@@H]1CNCC[C@H]1NC(=O)C[C@H](CCCN)NC(=O)C[C@H](Cc1c[nH]c2ccccc12)NC(=O)[C@@H]1CCCC[C@H]1N | 10% | . | -14% | . | . | 10%
C=C/C(=C\C)C[C@@H](CC(=O)N[C@@H](CCC(=O)O)CC(=O)O)NC(=O)[C@@H]1CNCC[C@H]1NC(=O)C[C@@H](NC(=O)C[C@H](Cc1ccccc1)NC(=O)[C@@H]1CCCC[C@H]1N)C(C)C | -3% | . | -4% | . | . | -9%
CC[C@]12CCCN3CCc4c(n(c5ccccc45)C(=O)C1)[C@H]32 | . | -8% | . | 0% | 2% | .
COC(=O)[C@@H]1C[C@H]2CC[C@H](O)C[C@H]2N1Cc1ccc(N2CCOCC2)cc1 | . | 10% | . | 0% | 0% | .
CCC1=C2CC[C@H]3C(=O)NC(=O)[C@H]3[C@H]2[C@@]2(C)C(=O)N(CC3CC3)C(=O)N2C1=O | . | 0% | . | -1% | 6% | .
CCC1=C(OC(=O)N(CC)CC)N2C(=O)OC(=NCC(=O)OC)[C@]2(Cc2ccccc2)[C@H]2C1=CC[C@H]1C(=O)N(CC(=O)OC)C(=O)[C@H]12 | . | 17% | . | -4% | -1% | .
CN1C[C@@H]2C(c3ccccc3)C3(c4ccc(C#N)cc4)CC2(C3)[C@H]1c1ccccc1 (stereo partly drawn) | . | 6% | . | 0% | 1% | .

Entries of single compounds, quoted from the list.
CC(C)[C@@H](CC(=O)N[C@@H]1CCNC[C@H]1C(=O)N[C@H](CC(=O)N[C@@H](CCC(=O)O)CC(=O)O)Cc1c[nH]c2ccccc12)NC(=O)C[C@H](Cc1ccccc1)NC(=O)[C@@H]1CNCC[C@H]1N in the list: HEK293 cAMP ctrl: 5%; ERK AVP block: .; Tau filament bind: -15%; Caspase-7 inhib: .; Casp1 inh: .; HADH2 inh: -12%
CC(C)C[C@@H](CC(=O)N[C@H](CC(=O)N[C@@H]1CCCC[C@H]1C(=O)N[C@H](CC(=O)N[C@@H](CCC(=O)O)CC(=O)O)Cc1ccccc1)C(C)C)NC(=O)[C@@H]1CNCC[C@H]1N in the list: HEK293 cAMP ctrl: 12%; ERK AVP block: .; Tau filament bind: -2%; Caspase-7 inhib: .; Casp1 inh: .; HADH2 inh: -14%

(more compounds)
SMILES | HEK293 cAMP ctrl | ERK AVP block | Tau filament bind | Caspase-7 inhib | Casp1 inh | HADH2 inh
COC(=O)[C@@H]1C[C@@]2(O)[C@@H](O)[C@@H](O)[C@@H](O)C[C@H]2N1Cc1ccc(Cl)cc1 | . | -5% | . | 0% | 3% | .
CCCN1C[C@H](CSC)C[C@@H]2c3cccc4[nH]cc(c34)C[C@H]21 | . | 7% | . | -3% | -1% | .
COC(=O)c1ccc(CN2[C@@H]3C[C@@H](O)CC[C@@H]3C[C@H]2C(=O)OC)cc1 | . | 8% | . | -4% | 0% | .
N#Cc1ccc(C23CC4(C2)[C@H](CN(Cc2ccc(-c5ccccc5)cc2)[C@@H]4c2ccccc2)C3c2ccccc2)cc1 (stereo partly drawn) | . | -8% | . | -2% | 1% | .
CCC1=C2CC[C@H]3C(=O)N(c4ccccc4)C(=O)[C@H]3[C@H]2[C@@]2(Cc3ccccc3)C(=NCCOC)OC(=O)N2C1=O | . | 4% | . | -1% | 0% | .
CC(=O)OC1CCC2(C)C(=CCC3C2CCC2(C)C3C[C@@H]3O[C@]32C(C)=O)C1 (stereo partly drawn) | . | -4% | . | -2% | -1% | .
COC(=O)c1cccc(C23CC4(C2)[C@H](CN(CC2CCCCC2)[C@@H]4c2ccccc2)C3c2ccccc2)c1 (stereo partly drawn) | . | -10% | . | -4% | 0% | .
COC(=O)[C@@H]1C[C@@]2(O)[C@H](O)[C@H](O)[C@H](O)C[C@H]2N1Cc1ccc(-c2ccccc2)cc1 | . | -3% | . | 4% | 2% | .
COC(=O)c1ccc(C23CC4(C2)[C@H](CN(Cc2ccc(C(F)(F)F)cc2)[C@@H]4c2ccccc2)C3c2ccccc2)cc1 (stereo partly drawn) | . | 5% | . | -3% | -2% | .
Nc1cc(=O)[nH]c(=O)n1Cc1ccccc1 | . | -8% | . | -2% | 2% | .
CN1C[C@@H]2C(c3ccccc3)C3(c4cccnc4)CC2(C3)[C@H]1c1ccccc1 (stereo partly drawn) | . | -16% | . | -2% | -2% | .
CN1C[C@@H]2C(c3ccc(C(F)(F)F)cc3)C3(c4ccccc4)CC2(C3)[C@H]1c1ccccc1 (stereo partly drawn) | . | 2% | . | 0% | -1% | .
FC(F)(F)c1ccc(C2[C@H]3CN(Cc4ccc(-c5ccccc5)cc4)[C@H](c4ccccc4)C34CC2(c2cccnc2)C4)cc1 (stereo partly drawn) | . | 5% | . | 0% | 1% | .
CC1(C)[C@@H](O)CC[C@]2(C)C3C(=O)C=C4C5C[C@@](C)(C(=O)O)CC[C@]5(C)CC[C@@]4(C)[C@]3(C)CC[C@@H]12 (stereo partly drawn) | . | -16% | . | -20% | -1% | .
COc1ccc2cc1Oc1ccc(cc1)C[C@H]1c3cc(c(OC)cc3CCN1C)Oc1c(OC)c(OC)cc3c1[C@H](C2)N(C)CC3 | . | -3% | . | 1% | -1% | .
